LAP4-GFP MLPCN: modulators of LAP4-GFP expression in yeast, primary screen, S. cerevisiae, multiplex flow cytometry, MLPCN library. actives 0.34% (n = 320,000). 3 h; median GFP as percent of DMSO wells. AID 2023, 2009. GFP response vs DMSO, % at 10 µM;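 active = GFP response vs DMSO above a set limit, about the screen mean plus 3 SD, cut at about 150% in these data; inconclusive = under 70 cell events counted for the yeast strain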
GRK2 aptamer HTS: compounds blocking aptamer binding on GRK2 – biochemical, human GRK2, bead flow cytometry, HTS, primary screen. Beta-adrenergic receptor kinase 1 (Homo sapiens), P25098. actives 0.59% (n = 330,000). inhibition of aptamer binding, % at 10 µM. FAM-aptamer displacement from GRK2;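 active = inhibition of aptamer binding above 40%, roughly 3 SD of noise, on plates passing a quality check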;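 note: median bead fluorescence of bound FAM aptamer so fluorescent compounds give negative values; no value below 0 was filed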
VLA-4 inh: inhibition in human VLA-4 binding assay, primary screen, VLA-4 allosteric modulator project, MLPCN library, flow cytometry, VLA-4 expressing cells; Integrin alpha-4 (Homo sapiens), P13612; ligand binding flow cytometry; inhibition, % (about 7 µM as worked out from the volumes in the protocol); actives 0.2% (n = 330,000); in the data active = inhibition above about 50%
MEP2-GFP yeast: modulators of MEP2-GFP levels in yeast, primary screen, S. cerevisiae, multiplex flow cytometry, MLPCN library; S. cerevisiae MEP2-GFP strain, 3 h; 100% = DMSO control level; GFP response vs DMSO, % at 10 µM; actives 0.51% (n = 330,000); AID 2016, 2009;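 active = GFP response versus DMSO above a set limit, roughly screen mean plus 3 SD, cut at about 180% in these data; inconclusive = fewer than 70 cells counted for a yeast strain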;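 note: median GFP fluorescence of the barcode-gated MEP2-GFP cells per well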
JMJD2C inh: inhibitors of GASC-1 histone demethylase, primary screen, biochemical, fluorescence, DELFIA europium. GST-JMJD2C(1-420) H3K9me3 demethylation. inhibition, % at 2.35 µM. actives 0.069% (n = 330,000). AID 2099, 2009;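 active = more than half of a compound's replicate wells show inhibition beyond 50%, single wells judged on their own value; inconclusive = some, but no more than half, of replicates pass 50% inhibition; inactive = no replicate passes 50% inhibition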;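 note: signal counts dimethyl H3K9 product captured on neutravidin plate; 0% = median of DMSO wells and 100% = 0.3 times that DMSO median; strong numbers were not always called active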
Target sequence (Q9H3R0 1-420 limits assumed): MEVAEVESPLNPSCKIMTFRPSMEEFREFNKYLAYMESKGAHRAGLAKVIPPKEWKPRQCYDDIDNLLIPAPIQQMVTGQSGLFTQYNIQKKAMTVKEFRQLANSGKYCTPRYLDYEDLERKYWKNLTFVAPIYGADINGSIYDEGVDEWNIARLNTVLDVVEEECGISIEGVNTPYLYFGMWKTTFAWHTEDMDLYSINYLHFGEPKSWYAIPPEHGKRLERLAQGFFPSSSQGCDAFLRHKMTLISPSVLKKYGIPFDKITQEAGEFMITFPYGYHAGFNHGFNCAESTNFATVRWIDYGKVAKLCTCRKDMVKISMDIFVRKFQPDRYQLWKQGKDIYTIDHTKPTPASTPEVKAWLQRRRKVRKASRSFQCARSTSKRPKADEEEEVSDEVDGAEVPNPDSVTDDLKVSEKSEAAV
CIT2 TOR yeast: modulators of CIT2-GFP expression in yeast, primary screen, S. cerevisiae, GFP fusion, multiplex flow cytometry, MLPCN library. actives 0.065% (n = 320,000). S. cerevisiae CIT2-GFP strain, 3 h; 100 means same as DMSO wells. GFP response vs DMSO, % at 10 µM;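 active = GFP response relative to DMSO above a set limit, near the screen mean plus 3 SD, cut at about 150% in these data; inconclusive = Fewer than 70 cells measured for a yeast strain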;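 note: ratio of well median GFP fluorescence to mean of DMSO wells on the plate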
AGP1 TOR yeast: modulators of AGP1-GFP expression in yeast TOR pathway, primary screen, cell-based, multiplex flow cytometry, S. cerevisiae, MLPCN library; 3 h; GFP as percent of DMSO wells; GFP response vs DMSO, % at 10 µM; actives 0.02% (n = 320,000); AID 2066, 2009;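 active = GFP response relative to DMSO above a set limit, near screen average plus 3 SD, cut at about 150% in these data; inconclusive = fewer than 70 cells counted for the yeast strain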;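 note: median GFP channel fluorescence of the gated AGP1 strain per well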
RPL19A-GFP yeast: RPL19A-GFP expression modulators in yeast, primary screen, cell-based, S. cerevisiae, multiplex flow cytometry, MLPCN; S. cerevisiae RPL19A-GFP strain, 3 h; stronger effect = lower value; percent response vs DMSO, % at 10 µM; AID 2025, 2009; actives 0.3% (n = 330,000);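 active = percent response vs DMSO below 50%; inconclusive = fewer than 70 events counted for the yeast strain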;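 note: median channel GFP fluorescence of the barcoded RPL19A-GFP strain; ratio of sample median GFP to plate DMSO average so 100% = DMSO; lower means less RPL19A-GFP as with rapamycin TOR inhibition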
Active calls of the source: *; ? = inconclusive; . = no result given; [ ] = another dose, or the depositor's remark.

SMILES	LAP4-GFP MLPCN	GRK2 aptamer HTS	VLA-4 inh	MEP2-GFP yeast	JMJD2C inh	CIT2 TOR yeast	AGP1 TOR yeast	RPL19A-GFP yeast
CCOC(=O)c1cc(-c2ccccc2)n[nH]1	105	3	7	93	13	91	100	97
CCC1(c2ccccc2)NC(=O)N(CC(=O)Nc2cc(S(=O)(=O)N3CCCCC3)ccc2OC(C)C)C1=O (centres undefined)	93	0	-4	96	8	96	94	90
CC(=O)Nc1ccc2nc(SCC(=O)Nc3ccc(N4CCOCC4)c(Cl)c3)sc2c1	102	0	29	101	0	96	101	97
COCc1[nH]c(=S)c(C#N)cc1C(=O)OC	103	5	-2	97	-14	92	106	97
CCCN(CC(=O)Nc1ccc(F)c(F)c1F)C(=O)c1ccc(N2CCCC2=O)cc1	109	3	-4	109	6	97	108	111
CC1=NN(C(=O)c2nn(C)cc2Br)C(O)(C(F)(F)F)C1 (centres undefined)	84	5	10	102	-2	95	95	97
Cc1ccc(NC(=O)COC(=O)/C=C/c2cccs2)c(C)c1	103	0	19	100	-2	113	101	113
CCOC(=O)c1cccc(NC(=O)CCc2nc(-c3ccccc3F)no2)c1	100	0	15	103	-4	104	108	104
N/C(=N\OC(=O)N1CCOCC1)c1ccc(Br)cc1	93	7	-9	99	-1	106	105	105
COc1ccc(CCNC(=O)C2CCN(S(=O)(=O)c3ccc(C)cc3)CC2)cc1OC	94	1	2	100	-9	100	103	103
Cc1cc(Br)cc2c1NC(=O)C2(c1c(C)n(C)n(-c2ccccc2)c1=O)c1c(C)n(C)n(-c2ccccc2)c1=O	104	2	15	99	-23	97	98	98
CN(C)c1ccc(CN(C(=O)c2ccc(Cl)c([N+](=O)[O-])c2)C2CCS(=O)(=O)C2)cc1 (centres undefined)	102	2	-3	103	15	102	96	100
O=C(CSc1nnc(Nc2ccccc2)s1)NCc1ccco1	100	2	-6	95	-12	93	98	97
CC(C(=O)N1CCCCC1)n1sc2ccccc2c1=O (centres undefined)	105	1	3	109	.	112	109	105
CC1(C)Cc2c(c(N3CCOCC3)nc3snc(Br)c23)CO1	90	0	6	98	29	93	99	95
CCOc1ccc(S(=O)(=O)N2CCC(C(=O)NCC3CCCO3)CC2)cc1 (centres undefined)	98	1	6	97	-12	96	96	100
COc1ccc(C)cc1S(=O)(=O)N1CCC(C(=O)N2CCN(C)CC2)CC1	89	0	15	96	16	94	95	98
Cc1nc(NC(=O)C23CC4CC(CC(C4)C2)C3)sc1Cc1ccc2c(c1)OCO2	90	3	-6	104	0	105	102	102
CC(C)c1ccc(NC(=O)CCN2C(=O)c3ccc([N+](=O)[O-])cc3C2=O)cc1	108	1	11	102	-2	111	111	102
COc1ccc(-c2nc3c4ccccc4ccn3c2CN2CCCCC2)cc1	105	5	-1	95	35	94	101	96
COc1cc(NC(=O)CSc2nccc(=O)[nH]2)c(C)cc1[N+](=O)[O-]	113	1	8	118	-8	108	105	103
COc1ccc(-c2cccc(NC(=O)c3ccc4c(c3)OCO4)c2)nn1	99	0	5	97	-5	94	96	93
O=C(CNC(=O)/C=C/c1ccco1)N=Nc1c(O)[nH]c2ccccc12	103	50*	2	114	5	109	105	108
Cc1ccc(OCC(=O)N(Cc2ccccc2)C2CCS(=O)(=O)C2)c([N+](=O)[O-])n1 (centres undefined)	91	0	5	104	1	104	99	104
C=CCOc1nc2c(c(=O)n(C)c(=O)n2C)n1Cc1c(Cl)cccc1Cl	97	0	23	99	5	100	94	95
CC(=O)NC(CC(=O)NCCOc1ccccc1F)c1ccccc1 (centres undefined)	97	0	30	106	-1	106	86	107
COC(=O)c1ccc(NC(=O)COC(=O)CCC2CCCC2)cc1	95	3	0	105	10	100	93	102
Cc1cccc(-c2sc(Nc3ccccc3)n[n+]2-c2ccccc2)c1	127	2	33	90	-5	100	90	102
Cn1cccc1C(=O)N1CCc2ccccc2C1	95	0	-6	107	3	99	96	106
Cc1ccc(S(=O)(=O)N2CCN(C(=O)CSc3ncn[nH]3)CC2)cc1	96	2	-1	96	0	83	94	93
CCOc1ccc2nc(SCC(=O)NCc3ccco3)sc2c1	91[may fluoresce violet]	2	31	105[may fluoresce violet]	42	?	41[may fluoresce violet]	87[may fluoresce violet]
Cc1nnc(NC(=O)C(C)Sc2nnc(-c3ccco3)n2C(C)C)s1 (centres undefined)	105	0	17	109	3	110	105	109
O=C(NC1CCN(S(=O)(=O)c2cccc(F)c2)CC1)c1ccc(F)cc1	95	1	-2	108	4	108	101	102
CCOc1ccc2nc(NCCNC(=O)C3CC3)c(C)cc2c1	90	5	9	98	6	93	98	94
Cc1ccc(NS(=O)(=O)c2cc3c4c(c2)CC(=O)N4CCC3)cc1C	98	3	12	104	7	101	102	100
CCc1c(C(=O)NC2CCCC2)csc1C	98	97*	8	92	1	95	86	89
CSCc1ccc(C(=O)Nc2cccc(C)c2C)cc1	109	5	-1	108	-2	98	96	102
CC1(C)NC(=O)N(CCCCOc2ccc(Cl)cc2C=O)C1=O	103	2	12	95	9	94	96	91
O=C(c1ccc(Cl)cc1)N1N=C(c2ccccn2)CC1(O)C(F)(F)F (centres undefined)	115	1	-10	94	4	93	106	100
CC(C)CC(NC(=O)C(CC(C)C)NC(=O)OC(C)(C)C)C(N)=O (centres undefined)	95	0	8	99	5	99	97	100
O=C(Cc1ccc(Br)cc1)Nc1ccc(S(=O)(=O)N2CCCC2)cc1	108	0	5	94	7	97	102	98
N#Cc1cccc(CSc2ncnc(N)n2)c1	89	0	5	101	-13	94	89	97
Cc1ccc(NC(=O)CCSc2ccccn2)cc1	98	2	-4	101	5	99	97	101
CC1CCN(S(=O)(=O)c2c[nH]c(=O)[nH]c2=O)CC1	89	1	10	98	-5	99	95	91
COc1ccc(CCNS(=O)(=O)c2ccc(-n3cnnn3)c(OC)c2)cc1OC	95	0	25	100	-33	103	97	101
Cc1ccc(NCCC#N)cc1C	95	0	2	100	-1	99	96	97
c1cnc2ccc3ncccc3c2c1	87	3	-3	104	4	98	102	111
COc1cc(NC(=O)c2cc([N+](=O)[O-])ccc2N2CCOCC2)ccc1NC(=O)c1ccco1	97	4	16	130	-28	.	?	108
O=C1[C@@H]2Cc3c([nH]c4ccccc34)C(c3ccc([N+](=O)[O-])cc3)N2C(=O)CN1C1CC1 (some centres undefined)	90	1	0	105	-5	92	94	101
O=C(Nc1ccc2c(c1)OCCO2)C1CCCN(S(=O)(=O)Cc2ccccc2)C1 (centres undefined)	94	0	7	98	-2	100	101	98
O=C(O)c1ccc2nc(C(F)(F)F)[nH]c2c1	108	1	15	124	5	.	91	98
C[C@H]1CC[C@@]2(O[C@@H](CCO)C[C@H](O)[C@H]2O)O1	102	0	2	91	9	101	93	100
CC(c1ccccc1)N1CNc2c(c(=O)n(C)c(=O)n2C)C1 (centres undefined)	101	0	7	102	-1	101	99	98
CCN(CC)S(=O)(=O)c1cc(C(=O)Nc2cc(Cl)ccc2N2CCN(C)CC2)ccc1Cl	125	1	15	111	-11	111	115	109
COc1cccc(CN(C)C(=O)CSc2nc3ccccc3[nH]2)c1OC	80	0	1	90	10	88	94	97
Cc1cc(OCC(F)(F)C(F)(F)C(F)(F)C(F)(F)C(F)(F)C(F)F)nc(N)n1	90	0	4	99	41	.	97	97
CC(C)(C)[C@H](N)C(=O)N[C@H]1CCC2C3CC=C4C[C@@H](O)CC[C@]4(C)C3CC[C@@]21C (some centres undefined)	90	1	1	100	7	92	89	103
CC(=O)Nc1ccc(NC(=O)COC(=O)/C(=C/c2ccccc2)n2nnnc2C)cc1	76	0	15	104	-24	105	92	101
O=C(NCc1ccco1)C1CCN(c2ccc(S(=O)(=O)N3CCOCC3)cc2[N+](=O)[O-])CC1	85	2	-19	86	10	81	89	97
CCOC(=O)CSc1nc2c(c(-c3ccc(C)o3)c1C#N)CCCC2	97	1	-12	100	-7	88	97	98
New compounds follow.
SMILES	LAP4-GFP MLPCN	GRK2 aptamer HTS	VLA-4 inh	MEP2-GFP yeast	JMJD2C inh	CIT2 TOR yeast	AGP1 TOR yeast	RPL19A-GFP yeast
CCn1c(=O)c2c(n3c(=S)[nH]nc13)-c1ccccc1CC21CCCCC1	85	2	7	98	1	103	100	100
COc1ccc(-c2nnc(N3CCOCC3)c3ccccc23)cc1	99	1	-7	102	-3	103	103	101
CC(C)CCN1C(=O)c2ccc(C(=O)Nc3ccc(O)cc3C(=O)O)cc2C1=O	99	0	9	98	-7	100	97	98
O=S1(=O)CCOC[C@H](Cc2ccccc2)N1Cc1cccc(F)c1	116	0	-2	91	0	78	90	94
O=C(COC(=O)C1CC(O)CN1S(=O)(=O)c1ccc(Cl)cc1)c1ccccc1 (centres undefined)	99	1	4	100	-9	91	99	97
C=CCC1(CC=C)CCCN1C(=O)Cn1nnnc1CN(C)C(C)C	87	0	11	103	-10	96	94	97
NC(=O)CC(NC(=O)c1cccc(Br)c1)c1ccc(N2CCC(N3CCCCC3)CC2)c([N+](=O)[O-])c1 (centres undefined)	112	0	56*	99	-12	68	85	99
O=C1CCc2cc(S(=O)(=O)NC(Cc3ccccc3)C(=O)N3CCN(c4ccccn4)CC3)ccc2N1 (centres undefined)	106	3	3	91	2	92	99	94
O=C(CSc1nc2ccccc2o1)N/N=C/c1ccc(C(=O)O)cc1	107	7	-9	96	-4	106	104	103
COc1ccc(Oc2nc3ccccc3n3cccc23)cc1	101	1	1	100	12	101	103	100
CC1(C)Cc2cccc(OCC(=O)Nc3cc(C(F)(F)F)ccc3N3CCOCC3)c2O1	93	1	1	83	27	83	90	98
O=C1CC2(CCN(C(=O)COc3ccc(F)cc3)CC2)Oc2ccccc21	104	3	-16	106	1	114	102	100
COc1ccccc1NC(=O)CCCn1c(=S)[nH]c2ccccc2c1=O	100	0	-5	91	5	96	100	101
O=C(CSc1ccc(-c2ccccn2)nn1)NCc1ccc(F)cc1	103	0	2	103	28	103	101	99
CCc1ccc(N2C(=O)C3C4CCC(C4=C(C)C)C3C2=O)cc1 (centres undefined)	95	1	6	102	-2	99	93	102
O=C(NCCNC(=O)c1ccccc1Br)c1cccnc1	100	0	-5	101	3	103	101	102

Another view of 4 compounds above.
Below each SMILES – LAP4-GFP MLPCN	GRK2 aptamer HTS	VLA-4 inh	MEP2-GFP yeast	JMJD2C inh	CIT2 TOR yeast	AGP1 TOR yeast	RPL19A-GFP yeast
- O=C1CCc2cc(S(=O)(=O)NC(Cc3ccccc3)C(=O)N3CCN(c4ccccn4)CC3)ccc2N1 (centres undefined)
  106	3	3	91	2	92	99	94
- O=C(CSc1nc2ccccc2o1)N/N=C/c1ccc(C(=O)O)cc1
  107	7	-9	96	-4	106	104	103
- COc1ccc(Oc2nc3ccccc3n3cccc23)cc1
  101	1	1	100	12	101	103	100
- CC1(C)Cc2cccc(OCC(=O)Nc3cc(C(F)(F)F)ccc3N3CCOCC3)c2O1
  93	1	1	83	27	83	90	98
